# COUP-TFII inh: inhibitors of human COUP-TFII (NR2F2); inhibition, % at 8.6 µM; 370,000 compounds, 0.7% hits; HEK293T NGFI-A luciferase reporter, luminescence;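 active = inhibition above a per-plate cutoff, mean inhibition of test wells between control levels plus 3 SD, cut at about 38% in these data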;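 note: cells cotransfected with COUP-TFII expression vector driving the NGFI-A reporter; 0% = median of COUP-TF2 test wells and 100% = reporter-only cells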
# TWEAK-Fn14 inh: inhibitors of TWEAK-Fn14 interaction signaling; TWEAK-stimulated Fn14 reporter cells, luciferase luminescence, 8 h; inhibition, % at 10 µM; 360,000 compounds, 2% hits; AID 1159606; in the data active = inhibition above about 50%
# SRC1 inh: inhibits human SRC1 coactivator. AID 588354. 360,000 compounds, 0.12% hits. inhibition, % at 3.6 µM. Q15788. HEK293 GAL4-SRC1 luciferase reporter, luminescence;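 active = inhibition above the campaign mean plus 3 SD, with each screening campaign given its own cutoff, cut at about 60% in these data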;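 note: 0% = DMSO treated cells and 100% = gossypol at 36 µM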
# Target sequence (Q15788 whole entry, looked up, the tested form may be a part): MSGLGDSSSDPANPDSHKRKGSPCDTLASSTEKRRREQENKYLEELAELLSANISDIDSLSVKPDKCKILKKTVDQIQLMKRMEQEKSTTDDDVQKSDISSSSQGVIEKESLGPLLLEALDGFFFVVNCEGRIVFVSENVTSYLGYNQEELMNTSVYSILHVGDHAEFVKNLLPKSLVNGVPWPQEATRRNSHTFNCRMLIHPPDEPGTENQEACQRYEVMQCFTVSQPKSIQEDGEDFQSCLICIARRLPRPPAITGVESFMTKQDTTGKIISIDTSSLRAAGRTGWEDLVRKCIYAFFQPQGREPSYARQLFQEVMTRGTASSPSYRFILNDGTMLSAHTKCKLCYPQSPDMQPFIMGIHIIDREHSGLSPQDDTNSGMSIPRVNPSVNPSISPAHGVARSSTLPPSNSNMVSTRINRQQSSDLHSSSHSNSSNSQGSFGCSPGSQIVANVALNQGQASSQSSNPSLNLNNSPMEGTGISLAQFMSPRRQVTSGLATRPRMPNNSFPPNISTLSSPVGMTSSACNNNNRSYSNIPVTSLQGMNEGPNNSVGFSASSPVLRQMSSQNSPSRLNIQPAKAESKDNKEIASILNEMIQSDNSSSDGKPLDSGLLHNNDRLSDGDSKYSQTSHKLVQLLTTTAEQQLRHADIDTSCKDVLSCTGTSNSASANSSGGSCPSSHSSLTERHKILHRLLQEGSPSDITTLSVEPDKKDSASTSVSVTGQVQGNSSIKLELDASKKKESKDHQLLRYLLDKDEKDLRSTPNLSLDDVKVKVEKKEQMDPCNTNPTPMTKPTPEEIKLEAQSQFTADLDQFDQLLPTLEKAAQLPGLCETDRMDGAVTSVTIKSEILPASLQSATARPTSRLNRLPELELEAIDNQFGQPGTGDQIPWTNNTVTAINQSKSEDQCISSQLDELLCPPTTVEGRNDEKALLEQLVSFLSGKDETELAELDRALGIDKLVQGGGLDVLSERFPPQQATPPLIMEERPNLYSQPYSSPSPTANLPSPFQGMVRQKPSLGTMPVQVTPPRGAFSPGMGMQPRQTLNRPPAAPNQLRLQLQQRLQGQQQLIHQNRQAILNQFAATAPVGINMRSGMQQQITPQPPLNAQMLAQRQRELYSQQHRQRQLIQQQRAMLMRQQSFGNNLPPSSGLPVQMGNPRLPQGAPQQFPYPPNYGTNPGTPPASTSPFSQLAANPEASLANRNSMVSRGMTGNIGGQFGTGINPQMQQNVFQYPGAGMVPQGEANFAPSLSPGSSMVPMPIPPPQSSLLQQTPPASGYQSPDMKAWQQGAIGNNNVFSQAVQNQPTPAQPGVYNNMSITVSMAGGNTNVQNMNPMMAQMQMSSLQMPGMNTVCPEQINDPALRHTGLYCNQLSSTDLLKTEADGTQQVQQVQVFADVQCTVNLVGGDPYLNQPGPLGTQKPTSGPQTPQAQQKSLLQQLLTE
# LMP1 NFkB inh: Epstein-Barr LMP1 NF-kappaB reporter inhibition | LMP1-induced NF-kappaB luciferase reporter cells, luminescence | AID 504558 | 350,000 compounds, 0.69% hits | inhibition, % at 12.5 µM; in the data active = inhibition above about 41%;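 note: 0% = neutral control wells and 100% = reference inhibitor control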
# LRH-1 inv ag: suppresses constitutive activity of human LRH-1 | 360,000 compounds, 0.13% hits | HEK293T StAR-luciferase reporter, LRH-1 transfected, 24 h | inhibition, % at 3.6 µM;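 active = inhibition above the mean inhibition of all tested compounds plus 3 SD, cut at about 73% in these data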;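 note: 0% = DMSO wells and 100% = reporter-only cells lacking LRH-1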
# NOD2-RIPK2 inh: blocks binding of human NOD2 to RIPK2 | AID 624267 | inhibition, % at 4.98 µM | O43353 | 360,000 compounds, 0.38% hits | CHO BLA complementation NOD2-RIPK2, CCF4 ratio; in the data active = inhibition above about 21%;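 note: 0% = vehicle only and 100% = reference blocker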
# SRC3 inh: inhibits human SRC3 coactivator. HEK293 GAL4-SRC3 luciferase reporter, luminescence. 360,000 compounds, 0.17% hits. inhibition, % at 3.6 µM. Q9Y6Q9;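 active = inhibition above a per-campaign cutoff, the mean of all compounds plus 3 SD, cut at about 60% in these data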;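 note: 0% = DMSO-treated cells and 100% = gossypol-treated cells at 36 µM; higher means less SRC3-driven luciferase light from the GAL4 reporter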
# TROY signal inh: blocks TROY-dependent signaling in reporter cells. AID 1347056. 360,000 compounds, 0.98% hits. inhibition, % at 10 µM. Q293 LMP1-TROYcd NF-kB luciferase reporter, 4 h;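 active = compounds whose plate-normalised and pattern-corrected inhibition of the luciferase reporter signal at the single screening dose is 50% or more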
# NCOA2 inhibitor: human SRC2 (NCOA2) inhibition. AID 651957. HEK293 GAL4-SRC2 luciferase reporter, luminescence. 370,000 compounds, 0.17% hits. inhibition, % at 9 µM. Q15596;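 active = inhibition above the mean inhibition of all tested compounds plus 3 SD, set per campaign, cut at about 52% in these data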;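 note: 0% = DMSO treated cells and 100% = cells given Gossypol at 36 µM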
# C8 TRAIL sens: caspase-8 TRAIL sensitization; inhibition (viability loss, TRAIL sensitization), % at 10 µM; 360,000 compounds, 1% hits; NB7+C8 cells + TRAIL, ATPlite viability luminescence;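 active = compounds causing at least 50% loss of cell viability in the single-dose screen, relative to plate controls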
# TLR9-MyD88 block: TLR9-MyD88 interaction inhibition; Q9NR96+Q99836; CHO BLA complementation TLR9-MyD88, CCF4 FRET ratio; inhibition, % at 4.98 µM; 340,000 compounds, 0.21% hits; AID 504734;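 active = inhibition above the mean over all tested compounds plus 3 SD, cut at about 21% in these data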;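 note: 0% = DMSO only wells and 100% = clavulanate BLA inhibitor control wells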
# An asterisk follows results filed as active; . = no result given.
SMILES,COUP-TFII inh,TWEAK-Fn14 inh,SRC1 inh,LMP1 NFkB inh,LRH-1 inv ag,NOD2-RIPK2 inh,SRC3 inh,TROY signal inh,NCOA2 inhibitor,C8 TRAIL sens,TLR9-MyD88 block
C/C(CC(=O)Nc1ccc(C)c(Cl)c1)=N\NC(=O)Cc1cnc(N)s1,-2,9,-32,2,6,2,5,-2,-5,-4,-10
COc1cc(C(=O)N/C(=C\c2cn(C)c3ccccc23)C(=O)NCCCn2ccnc2)cc(OC)c1OC,2,-3,2,1,9,-17,1,11,-30,-8,1
COc1ccccc1NC(=O)C1C2C=CC(C2)C1C(=O)NCc1cccnc1 (stereo unspecified),9,-6,-14,5,13,-8,2,8,-1,-14,9
COc1ccc(-c2noc(-c3csc([C@@H]4O[C@H](CO)[C@H](O)[C@H](O)[C@H]4O)n3)n2)cc1OC,-5,-1,-19,.,-10,3,-9,16,0,-2,.
CC(OC(=O)Cn1[nH]c(=O)c2ccccc2c1=O)C(=O)c1ccccc1 (stereo unspecified),3,16,-4,-3,2,6,-15,-16,-5,5,0
CCOc1ccc(NC(=O)CN(C)C(=O)c2cc(S(=O)(=O)N(C)C)ccc2N2CCCC2)cc1OCC,4,-12,-8,2,-13,8,17,-6,9,7,5
CCCCNCCOCCOc1ccc(Cl)cc1Br,-6,-8,5,5,-14,-11,24,-21,15,-1,-5
CCCOc1c(Br)cc(C(=O)OCC(=O)NC2CC2)cc1OC,2,2,-16,0,-34,1,4,-6,6,-2,-15
COc1ccc(C2C(=O)N(C3CCCCC3)CC(=O)N2Cc2ccco2)cc1 (stereo unspecified),-6,0,-19,0,-16,-3,-11,2,-5,1,-4
COCc1cc(=O)[nH]c(SCC(=O)Nc2ccccc2)n1,5,-6,2,-7,18,-4,12,-2,-23,-3,1
COc1ccc(Br)cc1C(C[N+](=O)[O-])c1c(N)n(C)c(=O)n(C)c1=O (stereo unspecified),41*,45,-26,7,27,10,-3,33,-28,21,4
CCN1CCN(CCNC(=O)c2ccc(CS(=O)(=O)c3ccccc3C)o2)CC1,-2,16,3,1,-5,-8,4,6,-37,-8,-2
CCOc1cc(N2CCOCC2)c(OCC)cc1NC(=O)COC(=O)c1cc(C)cc(C)c1,-8,8,15,1,-6,-6,23,15,7,6,1
Cc1ccc(-c2nnc(N3CCN(C(=O)CN4CCOCC4)CC3)c3ccccc23)cc1,16,17,1,0,-5,-10,-1,19,9,-4,2
COc1ccc(-n2c(Cc3cc(=O)[nH]c(=O)[nH]3)nnc2SCC(=O)Nc2ccccc2)cc1,-9,11,-11,-9,11,-18,10,-6,-18,-9,-8
O=C(N/N=C/c1ccc(O)cc1)c1cc[n+](Cc2ccccc2)cc1,-14,-16,-58,-22,-9,5,14,15,-10,-10,-2
Cc1oc(C(C)(C)C)cc1C(=O)N1CCN(c2ncccc2C(F)(F)F)CC1,-4,-3,-18,-2,-17,-10,6,3,-13,-13,2
COc1cc(C(=O)OCC(=O)NC2CCS(=O)(=O)C2)c([N+](=O)[O-])cc1OC (stereo unspecified),5,-9,8,-3,1,-8,10,-7,-6,0,10
CC1CC(C)CN(S(=O)(=O)c2ccc(NN)nc2)C1 (stereo unspecified),13,-16,-14,-10,7,-7,1,-6,21,28,-3
O=C(Cc1ccc(NC(=O)C2CCCN(C(=O)CCc3ccccc3)C2)cc1)Nc1cccc(C(=O)N2CCCCC2)c1 (stereo unspecified),23,21,4,6,-5,6,-21,9,13,3,-9
Cc1nonc1NC(=O)OC1CCCCC1,5,-1,1,-5,-9,4,0,-6,-20,-5,-4
C/C(=N\Nc1ccccc1C)c1cccnc1,5,2,1,-23,-3,3,5,-11,-10,8,-264
Cc1ccc(CNc2ccc(Cl)cc2[N+](=O)[O-])cc1,-12,-19,-45,-33,-18,-15,-36,-50,-26,3,8
CC(=O)Nc1cc(NC(=O)C2C3C=CC(C3)C2C(=O)O)ccc1Cl (stereo unspecified),14,20,5,4,-1,4,2,21,-8,-15,-7
C/C(=N\Nc1ccc(Cl)c(C(=O)O)c1)c1ccccn1,-5,-4,-67,-8,-103,-5,-38,-67,-16,-9,-6
CC(/C=N\Nc1nnc2c(n1)[nH]c1c(C)cccc12)=C\c1ccco1,-4,-40,7,-97,-10,-11,-8,16,-38,4,8
CC(SCc1ccccc1)C(=O)Nc1ccccc1Br (stereo unspecified),-4,-1,0,-7,-23,-16,3,-35,2,7,-8
CC1CC(C(F)(F)C(F)(F)F)n2nc(C(=O)O)cc2N1 (stereo unspecified),-2,-8,15,-10,17,-1,11,15,6,-17,-1
CCOC(=O)N1CCc2c(sc(NC(=O)CN3CCOCC3)c2C(=O)Nc2ccccc2)C1,5,23,24,7,12,2,22,6,12,-10,2
Cc1ccc(NC(=O)c2ccc3ccccc3n2)nc1,-52,18,-118,-65,-141,-5,-119,-38,-34,28,10
Cc1ccc(SCC(=O)Nc2ccc(N3CCOCC3)cc2)c(C)c1,-7,9,-8,-3,50,1,11,-7,-2,-2,18
COc1cc(CNC(=O)Nc2nnc([C@@H]3C[C@H](O)[C@@H](CO)O3)s2)cc(OC)c1OC,11,-1,-2,.,3,3,4,-2,-3,-6,.
CCn1ncc(CN2CCC(Oc3ccc(C(=O)N4CCCC4)cc3)CC2)c1C,-10,-7,-5,2,4,2,-4,14,4,1,-2
CC(=O)NCCn1c(SCC#N)nc2ccccc2c1=O,8,6,10,-6,8,0,-10,-2,0,-4,3
Cc1cccc(OCc2nc(-c3ccc(-n4cccc4)cc3)no2)c1,11,-27,-1,4,0,-18,-10,-1,-13,-6,4
Cc1cccc2sc(NS(C)(=O)=O)nc12,9,2,-12,6,0,-4,8,-6,19,-3,-6
CC(C)c1ccc(CNc2nc3nc4c(c(=O)n3[nH]2)CCC4)cc1,-6,-5,-11,-1,-21,4,-2,-8,20,1,20
CC(=O)Nc1ccc(S(=O)(=O)Nc2ccccc2C(=O)N2CCCCC2)cc1,0,1,0,-4,5,4,5,-5,2,-6,-14
O=C(CCc1nc(-c2ccccc2)no1)NCCc1ccccc1,.,-4,-4,7,9,1,11,-12,.,-15,-6
CCC(C)/C(C)=N/Nc1ccc(S(N)(=O)=O)cc1[N+](=O)[O-] (stereo unspecified),-13,-14,-7,8,11,-2,27,1,-10,-5,-1
O=C(c1cc(-c2ccccc2)nn1-c1ccccc1)N1CCN(S(=O)(=O)c2ccc(F)cc2)CC1,-4,29,-9,-10,7,5,-10,5,17,29,-7
COc1ccc(C2CC(c3ccc(OC)c(OC)c3)=NN2C(=O)c2ccccc2)cc1 (stereo unspecified),-30,-16,1,6,-12,-12,-13,16,-63,17,7
O=C(CC1C(=O)NCCN1Cc1ccc(F)cc1Cl)NCc1ccon1 (stereo unspecified),-11,-14,-1,-4,-3,-1,-36,0,-37,-6,-13
COc1cc2c(cc1OC)C(c1ccccc1O)NCC2 (stereo unspecified),2,-23,4,4,3,2,-5,-7,-32,-8,0
Cc1ccc(C(=O)Oc2cccc(NC(=O)c3cccs3)c2)cc1S(=O)(=O)N1CCOCC1,-10,25,-23,-4,-5,-19,-12,25,-20,-2,1
Cc1cc(C)c(S(=O)(=O)N2CCCC2=O)c(C)c1,-35,0,-16,-4,-24,2,-1,6,-8,-3,-2
C=CCN(c1ccccc1)S(=O)(=O)c1ccc2c(c1)oc(=O)n2C,-3,-2,-12,-6,22,-10,5,-14,-10,4,-5
COc1cccc(C(=O)N2CCN(Cc3ccccc3[N+](=O)[O-])CC2)c1,8,-17,-26,0,4,1,15,7,21,2,-7
Cc1ccn2cc(-c3cccc(NC(=O)CCC(=O)O)c3)nc2c1,-18,-17,-35,4,-44,7,-24,-30,-41,59*,3
CN(C)c1ccc(/C=N/NC(=O)c2cccc(C(=O)N/N=C/c3ccc(N(C)C)cc3)n2)cc1,-6,-28,-5,0,-19,4,-5,-54,7,12,6

# Continued:
SMILES,COUP-TFII inh,TWEAK-Fn14 inh,SRC1 inh,LMP1 NFkB inh,LRH-1 inv ag,NOD2-RIPK2 inh,SRC3 inh,TROY signal inh,NCOA2 inhibitor,C8 TRAIL sens,TLR9-MyD88 block
Cc1ccccc1OCCCC(=O)Nc1ccccc1C(F)(F)F,3,1,-2,-16,-13,-1,-11,-6,-11,2,2
COc1cc(C(C(=O)NCC2CCCO2)N(C(=O)Cn2nnc3ccccc32)c2ccc(C(C)=O)cc2)ccc1O (stereo unspecified),-11,34,-1,-1,-6,-1,-25,-3,-18,-6,-10
c1ccc(-c2nc(NC3CC3)nc(-n3ccnc3)n2)cc1,2,8,14,16,21,1,-3,1,20,-4,4
Oc1cc(Nc2ccncc2)cc2cccnc12,-6,12,-4,-14,-3,-4,-18,10,0,8,-2
Cc1noc(C)c1S(=O)(=O)N1CCC2(CC1)OCCO2,-1,-30,-12,3,-1,-10,3,1,-19,12,3
O=C(OCC(=O)N1CCCCCC1)c1cccc(Cl)c1Cl,-16,-2,-23,-36,-24,2,-21,-52,-22,-10,-2
CCc1occc(=O)c1Oc1cc(NN2CCCCC2)c([N+](=O)[O-])cc1[N+](=O)[O-],2,10,-1,-8,14,-1,1,12,-7,-18,-6
COc1cccc(CC2(CO)CCCN(Cc3cc4ccccc4[nH]3)C2)c1 (stereo unspecified),10,32,-9,-3,3,-5,-11,27,-21,0,3
O=C(NCCNc1nccc(C(F)(F)F)n1)c1cccc(C(F)(F)F)c1,-10,-6,15,1,-19,-2,19,-19,-4,0,-5
O=C(CSc1nc2c(cnn2-c2ccccc2)c(=O)[nH]1)NCC1CCCO1 (stereo unspecified),2,5,2,3,-11,-6,-12,6,-31,0,0
CC(CCN1CCOCC1)c1ccccc1 (stereo unspecified),9,60*,-7,12,10,-2,-18,5,5,-30,-5
CCN(CC)c1ccc(C(=O)OCC(=O)Nc2ccc3[nH]c(=O)[nH]c3c2)cc1,7,-7,-3,-2,28,7,-11,-5,7,-3,0
O=C1c2ccccc2C(=O)N1CCC(c1ccc(F)cc1)c1ccco1 (stereo unspecified),2,-5,2,4,-13,13,-3,0,11,4,-8
Cc1cccc(N(C(=O)c2sc(C)nc2C)C(C(=O)NCC2CCCO2)c2ccccc2)c1 (stereo unspecified),-6,-11,1,-2,-13,-13,11,-5,3,-17,4
CCNc1nc(NCC)nc(N/N=C/c2ccc(O)c(OC)c2)n1,7,-11,6,14,-11,6,-6,0,13,-5,9
CC(c1ccco1)N(C(=O)COc1ccccc1[N+](=O)[O-])c1ccccn1 (stereo unspecified),5,2,-70,-3,-51,-5,-21,-34,-9,-1,4
O=C(/C=C/c1ccc2c(c1)OCO2)Nc1nc2ccccc2s1,24,26,-28,-39,-34,2,0,18,-1,27,3

# High-throughput results as filed in PubChem.

# Not all compounds are listed, so the mix of outcomes need not match the whole.
